Source: PubChem BioAssay
Efflux pump mplx = inhibitors of Candida antifungal efflux pumps expressed in yeast. AID 485275. inhibition, % at 10 µM. 330,000 tested, 0.44% active. S. cerevisiae Candida pump triplex, Nile Red efflux;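 active = plate passing quality check with inhibition over a set limit, or well fluorescence over plate mean plus 4 SD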;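 note: Nile Red retained in pooled yeast measured as flow cytometry median fluorescence; 0% = buffer negative control and 100% = Enniatin B positive control; higher means more Nile Red kept so more efflux inhibition; some compounds called inactive have numbers as strong as hits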
Fam108B inh = Fam108B inhibition, counter-screen for RBBP9 inhibitors; recombinant Fam108B, FP-Rh probe fluorescence polarization; inhibition, % at 9.51 µM; 300,000 tested, 0.33% active; AID 1947;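 active = inhibition above the screen mean inhibition plus 3 SD, computed separately per campaign, cut at about 18% in these data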;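 note: inhibitors lower polarization as less probe binds the enzyme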
PME-1 inh = PME-1 (human) inhibition; AID 2130; 320,000 tested, 0.53% active; recombinant PME-1, FP-Rh probe fluorescence polarization; inhibition, % at 5.9 µM;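 active = inhibition above the campaign mean of all compounds plus 3 SD, cut at about 26% in these data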;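 note: competitive labeling of PME-1 active site by serine hydrolase directed probe; 0% = PME-1 with DMSO and 100% = wells lacking PME-1 enzyme; inhibitors block probe labeling so polarization falls and inhibition rises; many of its hits are not listed in these tables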
Target sequence (Q9Y570 whole entry, looked up): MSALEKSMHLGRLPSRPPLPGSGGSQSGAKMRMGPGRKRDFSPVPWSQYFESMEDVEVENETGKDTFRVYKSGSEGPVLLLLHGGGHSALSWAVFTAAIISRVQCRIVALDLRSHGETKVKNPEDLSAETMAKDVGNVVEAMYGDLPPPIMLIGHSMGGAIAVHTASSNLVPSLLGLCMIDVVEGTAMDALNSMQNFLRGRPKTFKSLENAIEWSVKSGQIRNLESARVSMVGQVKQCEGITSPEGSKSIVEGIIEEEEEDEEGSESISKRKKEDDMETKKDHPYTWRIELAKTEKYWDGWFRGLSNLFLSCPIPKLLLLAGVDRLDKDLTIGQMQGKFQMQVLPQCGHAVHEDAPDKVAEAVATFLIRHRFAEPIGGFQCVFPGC
GRK2 aptamer HTS = inhibitors of human GRK2 displacing RNA aptamer. 330,000 tested, 0.59% active. bead flow cytometry, FAM-aptamer displacement from GRK2. P25098. inhibition of aptamer binding, % at 10 µM;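 active = inhibition of aptamer binding above 40%, roughly 3 SD of noise, on plates passing a quality check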;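 note: median bead fluorescence of bound FAM aptamer so fluorescent compounds give negative values; no value below 0 was filed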
BCLXL inh = Bcl-xL (human) inhibition; GST-Bcl-xL / FITC-Bim BH3 peptide fluorescence polarization; inhibition, % at 10.9 µM; 320,000 tested, 0.7% active;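 active = inhibition above the mean of all tested compounds plus 3 SD, cutoff set per campaign, cut at about 30% in these data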;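 note: 0% = DMSO wells and 100% = unlabeled Bim-BH3 peptide competitor; inhibitors lower millipolarization by displacing the labeled peptide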
MCL1 BIM primary = disrupts human MCL1 binding to BIM-BH3 peptide | Q07820 | GST-MCL1 / FITC-Bim-BH3 fluorescence polarization | inhibition, % at 10.9 µM | 320,000 tested, 0.68% active | AID 2057;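 active = inhibition above the mean inhibition of all tested compounds plus 3 SD, set per campaign, cut at about 40% in these data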;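 note: 0% = DMSO wells and 100% = unlabeled Bim-BH3 peptide control; higher means more loss of mP so more displacement of Bim peptide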
MEX-5 binding = C. elegans MEX-5 TCR-2 RNA binding activity. Q9XUB2. activity score (negative = inhibition of binding), % at 10 µM. 300,000 tested, 0.38% active. MEX-5/FITC-TCR2 RNA binding, fluorescence polarization; hits give low values. AID 1832;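 active = inhibition past about -25% in most replicates, and total fluorescence under double the plate's negative control median, limit read from the data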;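 note: 0% = DMSO and -100% = 5 µM competing unlabeled TCR2 RNA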
Target sequence (Q9XUB2 whole entry, looked up): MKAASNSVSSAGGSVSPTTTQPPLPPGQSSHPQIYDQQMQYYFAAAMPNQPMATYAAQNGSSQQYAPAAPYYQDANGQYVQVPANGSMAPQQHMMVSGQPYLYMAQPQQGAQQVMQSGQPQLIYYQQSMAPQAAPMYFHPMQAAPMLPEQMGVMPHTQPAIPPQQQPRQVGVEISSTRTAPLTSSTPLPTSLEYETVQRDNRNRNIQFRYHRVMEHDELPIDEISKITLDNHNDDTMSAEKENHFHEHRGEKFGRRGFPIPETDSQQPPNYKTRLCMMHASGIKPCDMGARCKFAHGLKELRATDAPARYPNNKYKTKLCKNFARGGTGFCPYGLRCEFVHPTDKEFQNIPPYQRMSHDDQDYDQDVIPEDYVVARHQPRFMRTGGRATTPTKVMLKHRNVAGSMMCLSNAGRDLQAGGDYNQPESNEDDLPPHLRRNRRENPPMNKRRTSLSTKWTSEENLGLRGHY
VLA-4 inh = inhibition in a human VLA-4 binding assay; P13612; VLA-4 expressing cells, ligand binding flow cytometry; inhibition, % (about 7 µM as worked out from the volumes in the protocol); 330,000 tested, 0.2% active; AID 2557; in the data active = inhibition above about 50%
GLD-1 TGE inh = GLD-1-TGE RNA interaction inhibition (C. elegans). Q17339. purified GLD-1 + fluorescein TGE RNA, fluorescence polarization. inhibition, % at 5.96 µM. 320,000 tested, 0.44% active. AID 2280;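 active = percent inhibition above a per-plate cutoff, the plate mean of test compounds plus 3 SD, cut at about 30% in these data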;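 note: 0% = DMSO wells with GLD-1 and probe and 100% = wells lacking GLD-1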
Numbers without * were called inactive; / = not tested or not shown. Only part of the results is shown; count on the stated rates, not on these rows.

structure,Efflux pump mplx,Fam108B inh,PME-1 inh,GRK2 aptamer HTS,BCLXL inh,MCL1 BIM primary,MEX-5 binding,VLA-4 inh,GLD-1 TGE inh
COc1ccccc1NS(=O)(=O)c1ccc(N/N=C/c2c(C)nn(-c3ccccc3)c2N2CCCC2)c([N+](=O)[O-])c1,-0.7,-2,0,0,5,-1,0.8,0,5
CC1=C(C(=O)Nc2ccccc2)C(c2ccccn2)n2nc(CCCO)nc2N1 (stereo not given),-0.3,-1,3,2,2,5,-0.5,29,1
O=C(CCCN1Cc2ccccc2C1)c1ccc(F)cc1,-0.2,-4,-3,2,8,6,2.2,-6,-1
O=C(Nc1ccc2oc(-c3ccncc3)nc2c1)c1cccs1,-0.1,1,-35,0,10,10,-5.2,10,5
Clc1ccccc1/C=N/Nc1cc(N2CCOCC2)ncn1,-0.1,/,/,0,/,/,3.0,4,/
Cn1c(CNC(=O)C(Cc2ccccc2)NC(=O)c2ccccc2F)cc(=O)n(C)c1=O (stereo not given),-0.1,4,-2,6,-1,3,-0.6,8,1
CCCN1C(=O)/C(=N\OCC(=O)Nc2ccc(C(C)C)cc2)c2ccccc21,-0.2,-6,-9,0,5,17,-0.9,42,-3
CN(C(=O)COc1ccc(Oc2ccccc2)cc1)C1CCS(=O)(=O)C1 (stereo not given),0.0,2,-2,0,4,11,2.1,11,8
COc1ccccc1N1CC(C(=O)OCc2nc(N)nc(Nc3ccccc3)n2)CC1=O (stereo not given),-0.1,/,-3,0,-9,-20,/,-13,-1
Cc1ccc(CNC(=O)CCCN2C(=S)NC(C)(C)CC2C)cc1 (stereo not given),0.1,2,3,0,12,6,1.6,-12,8
COc1cc(/C=C/C(=O)NCCN2CCOCC2)cc(OC)c1OC,-0.1,0,4,0,-4,0,0.1,6,-3
COc1ccc(C(C)C)cc1S(=O)(=O)n1ccnc1C,0.1,-1,1,1,5,-3,-0.2,7,4
Cc1cc(NC(=S)N(CCN2CCCCC2)Cc2ccco2)ccc1Cl,0.0,1,2,0,5,8,1.7,3,3
CC(=O)c1ccc(OCc2cc(C(=O)NCCn3nc(C)cc3C)no2)cc1,-3.6,2,-10,3,7,7,2.3,6,8
O=C(NCc1ccco1)c1cccc(NC(=O)c2ccco2)c1,0.0,1,0,0,3,4,4.0,-1,1
CSc1ccc(S(=O)(=O)N2CCC(C(=O)NCCCn3ccnc3)CC2)cc1,0.0,0,4,0,0,7,2.1,22,0
COc1ccc(-c2nn(-c3ccccc3)cc2/C=C/C(=O)O)cc1[N+](=O)[O-],0.0,2,2,0,0,-1,-0.4,8,-1
CC(C)(C)n1nc2c(c1NC(=O)Cc1ccc(F)cc1)CS(=O)(=O)C2,-0.1,1,-4,2,-1,7,-1.3,15,0
Cc1cccc(C)c1NC(=O)NNC(=O)c1cc(C(C)(C)C)nn1Cc1ccccc1,0.0,0,5,0,2,-5,4.5,1,0
Cc1ccc2cccc(OCC(=O)N(C)CC(=O)Nc3ccc(F)cc3)c2n1,0.0,/,0,0,2,2,/,9,-1
CCCC(c1nnnn1Cc1ccco1)N1CCC(C(N)=O)CC1 (stereo not given),-0.1,-4,1,3,4,3,-2.4,0,-1
Cc1cccc(/C=c2\s/c(=C\C(=O)C(C)(C)C)[nH]c2=O)c1,0.2,-3,-12,3,3,8,0.1,4,3
CCn1nc(NS(=O)(=O)c2ccc(F)cc2)c2cc3cccc(C)c3nc21,0.1,6,3,2,7,1,-0.5,3,7
Cc1onc(-c2c(F)cccc2Cl)c1C(=O)N(C)C1CCCCC1,0.0,-2,2,1,4,3,2.0,0,12
O=c1oc2ccccc2cc1-c1nc2c(s1)CCc1ccccc1-2,0.3,1,-4,11,11,-13,-1.2,-8,-4

Further compounds.
structure,Efflux pump mplx,Fam108B inh,PME-1 inh,GRK2 aptamer HTS,BCLXL inh,MCL1 BIM primary,MEX-5 binding,VLA-4 inh,GLD-1 TGE inh
CC(NC(=O)c1ccccc1NC(=O)c1ccncc1)c1ccccc1 (stereo not given),0.1,3,-3,0,2,6,-0.4,9,-5
CCC1=Nc2cc(C(=O)O)ccc2Sc2ccccc21,0.1,-1,7,3,4,1,1.8,14,12
O=C1c2ccccc2C(=O)c2c1cccc2N(CCO)CCO,0.0,3,-6,2,72*,65*,-42*,4,46*
C=CCN(CC=C)S(=O)(=O)c1ccc(NC(=S)NC(=O)c2ccc(-c3ccccc3)cc2)cc1,0.5,-22,-27,0,0,1,1.5,6,-1
CC(=O)N/C(=C\c1ccc(F)cc1)C(=O)N(C)C,0.1,2,0,0,7,11,3.1,7,-1
COc1cc(OC)cc(-c2c(C#Cc3ccsc3)c3cc(-c4ccccc4OC)ccc3n2C)c1,-0.4,/,/,0,/,/,/,-10,-21
Cc1c(C(=O)O)sc2nc3n(c(=O)c12)CCC(C)CC3 (stereo not given),0.1,4,3,1,3,1,-1.7,8,8
Cc1cc(CNC(=O)COc2ccc(F)cc2F)c2ccccc2n1,0.1,-4,3,2,1,2,2.0,16,5
Cn1nc(C(C)(C)C)cc1NC(=O)Nc1ccc(F)cc1F,-0.1,-1,7,2,3,1,-4.3,-7,2
O=C(Nc1cccc(F)c1)N1C2CCC1CC(O)(c1cccnc1)C2 (stereo not given),-0.1,4,4,3,9,1,0.3,-7,-5
O=C(COC(=O)COc1ccc(Cl)cc1)Nc1ccc2c(c1)OCCO2,0.1,/,1,0,4,7,/,9,5
CCOc1ccc(C(NC(C)=O)c2ccc(OC)c(OC)c2)cc1 (stereo not given),0.4,-3,-2,0,-3,2,-0.6,-2,-1
CCOc1ccccc1N(CC(=O)NCc1ccc(OC)cc1)S(C)(=O)=O,0.3,2,0,3,2,2,2.4,8,-6
O=C(Cc1ccc(F)cc1)Nc1ccccc1Sc1ccccc1,-0.1,6,-9,0,1,0,1.5,-9,-1
COc1cc(C)c(Br)cc1S(=O)(=O)NCc1cccs1,0.3,-2,2,6,9,0,-1.2,0,3
CC(C)C[C@@H](CNC(=O)OC(C)(C)C)NC(=O)c1nc[nH]c1C(=O)N[C@@H](CC(C)C)C(=O)CNC[C@H](CC(C)C)NC(=O)c1nc[nH]c1C(=O)N[C@@H](Cc1c[nH]c2ccccc12)C(=O)OC(C)(C)C,0.4,/,/,1,/,/,/,9,0
O=C(CN1CCN(CC(=O)Nc2ccc3c(c2)OCO3)CC1)Nc1ccc(F)cc1,0.1,-2,4,1,6,-3,1.6,4,-1
CCOc1c(Br)cc(C2CC(=O)Nc3cc(OC)c(OC)cc32)cc1OC (stereo not given),-0.1,-1,0,2,9,-2,1.2,9,1
Cc1c(C(=O)O)oc2ccc(S(=O)(=O)N3CC(C)CC(C)C3)cc12 (stereo not given),-0.1,4,-1,0,5,-5,1.0,0,-3
COCC1CCN(C(=O)c2ccc3oc(CCCc4ccccc4)nc3c2)C1 (stereo not given),-0.5,0,22,4,2,-1,1.9,19,-3
COc1cc(CCC(=O)Nc2ccc(S(=O)(=O)N3CCCC3)cc2)cc(OC)c1OC,0.0,/,-2,3,-2,-12,/,12,-1
CCCCC(Br)C(=O)Nc1ccc(S(=O)(=O)Nc2cc(C)nc(C)n2)cc1 (stereo not given),-0.1,3,3,0,1,0,-0.2,0,0
Cc1ccccc1-c1nc2cc(Cl)ccc2c(=O)o1,-0.1,4,-4,0,2,3,1.0,40,2
CC1CCN(C(=O)c2ccc(S(=O)(=O)N3CCCC3)cc2)CC1,-0.2,/,2,4,0,-3,/,0,4
C[C@H](NC(=O)Cc1cccc2ccccc12)C(=O)N1CCOCC1,-0.1,/,/,0,/,/,/,-16,-2

Single records (already shown). Values in the order: Efflux pump mplx, Fam108B inh, PME-1 inh, GRK2 aptamer HTS, BCLXL inh, MCL1 BIM primary, MEX-5 binding, VLA-4 inh, GLD-1 TGE inh
O=C1c2ccccc2C(=O)c2c1cccc2N(CCO)CCO is entered as 0.0, 3, -6, 2, 72*, 65*, -42*, 4, 46*
Cc1ccccc1-c1nc2cc(Cl)ccc2c(=O)o1 is entered as -0.1, 4, -4, 0, 2, 3, 1.0, 40, 2
CC(C)C[C@@H](CNC(=O)OC(C)(C)C)NC(=O)c1nc[nH]c1C(=O)N[C@@H](CC(C)C)C(=O)CNC[C@H](CC(C)C)NC(=O)c1nc[nH]c1C(=O)N[C@@H](Cc1c[nH]c2ccccc12)C(=O)OC(C)(C)C is entered as 0.4, /, /, 1, /, /, /, 9, 0
O=C(Nc1cccc(F)c1)N1C2CCC1CC(O)(c1cccnc1)C2 (stereo not given) is entered as -0.1, 4, 4, 3, 9, 1, 0.3, -7, -5

Gathered by group: the compounds so far containing two or more sulfur atoms (3)
structure,Efflux pump mplx,Fam108B inh,PME-1 inh,GRK2 aptamer HTS,BCLXL inh,MCL1 BIM primary,MEX-5 binding,VLA-4 inh,GLD-1 TGE inh
CSc1ccc(S(=O)(=O)N2CCC(C(=O)NCCCn3ccnc3)CC2)cc1,0.0,0,4,0,0,7,2.1,22,0
C=CCN(CC=C)S(=O)(=O)c1ccc(NC(=S)NC(=O)c2ccc(-c3ccccc3)cc2)cc1,0.5,-22,-27,0,0,1,1.5,6,-1
COc1cc(C)c(Br)cc1S(=O)(=O)NCc1cccs1,0.3,-2,2,6,9,0,-1.2,0,3

Remaining list, next part:
structure,Efflux pump mplx,Fam108B inh,PME-1 inh,GRK2 aptamer HTS,BCLXL inh,MCL1 BIM primary,MEX-5 binding,VLA-4 inh,GLD-1 TGE inh
COCCN1CCCC(CNCc2cn(C)nc2-c2ccc(Oc3ccccc3)cc2)C1 (stereo not given),0.1,-2,5,0,5,9,-0.7,7,-1
COc1ccc(NC(=O)c2ccccc2N(Cc2ccccc2)S(C)(=O)=O)cc1,0.1,-5,6,0,-5,-11,0.2,21,-4
CCCCn1c(N)c(N(CCOC)C(=O)CCC2CCCCC2)c(=O)[nH]c1=O,0.1,/,7,3,-6,-7,/,1,-7
Cc1cc(=O)n2nc(N3CCCC(C(=O)NCc4ccccc4C)C3)sc2n1 (stereo not given),0.1,1,6,0,1,3,0.3,-4,1
